M4 PAM: human M4 muscarinic receptor positive allosteric modulators, primary screen, CHO-K1 cells, Fluo-8 calcium fluorescence | 360,000 compounds, 0.4% hits | activation, % at 3 µM | CHO-K1 hM4/Gqi5, ACh EC20; 0% = ACh EC20, 100% = maximal ACh | Muscarinic acetylcholine receptor M4 (Homo sapiens), P08173;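 active = activation above its plate's cutoff, the mean activation of sample wells plus 3 SD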; note: some results filed as inactive read as strong as hits
Target sequence (P08173 whole entry, looked up): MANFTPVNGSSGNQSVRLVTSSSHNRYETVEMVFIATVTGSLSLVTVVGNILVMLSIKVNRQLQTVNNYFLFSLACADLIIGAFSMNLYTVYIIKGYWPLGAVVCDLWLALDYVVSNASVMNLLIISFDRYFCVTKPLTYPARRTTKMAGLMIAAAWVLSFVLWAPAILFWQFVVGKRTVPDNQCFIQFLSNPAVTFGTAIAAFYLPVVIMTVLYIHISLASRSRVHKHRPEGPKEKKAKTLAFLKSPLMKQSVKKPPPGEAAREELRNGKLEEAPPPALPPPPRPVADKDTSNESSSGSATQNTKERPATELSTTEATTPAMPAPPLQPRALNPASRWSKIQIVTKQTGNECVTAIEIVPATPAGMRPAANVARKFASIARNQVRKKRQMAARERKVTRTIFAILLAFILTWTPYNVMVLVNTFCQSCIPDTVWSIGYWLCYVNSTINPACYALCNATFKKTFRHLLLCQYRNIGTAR
CHRM1 PAM: human M1 muscarinic receptor positive allosteric modulators, primary screen, CHO-K1 cells, Fluo-8 calcium fluorescence, 1536-well; Muscarinic acetylcholine receptor M1 (Homo sapiens), P11229; CHO-K1 hM1, ACh EC20; 0% = ACh EC20, 100% = maximal ACh; activation, % at 3 µM; 360,000 compounds, 0.088% hits; AID 588819, 2011; in the data active = activation above about 19%, passing the limit was not always enough
Target sequence (P11229 whole entry, looked up): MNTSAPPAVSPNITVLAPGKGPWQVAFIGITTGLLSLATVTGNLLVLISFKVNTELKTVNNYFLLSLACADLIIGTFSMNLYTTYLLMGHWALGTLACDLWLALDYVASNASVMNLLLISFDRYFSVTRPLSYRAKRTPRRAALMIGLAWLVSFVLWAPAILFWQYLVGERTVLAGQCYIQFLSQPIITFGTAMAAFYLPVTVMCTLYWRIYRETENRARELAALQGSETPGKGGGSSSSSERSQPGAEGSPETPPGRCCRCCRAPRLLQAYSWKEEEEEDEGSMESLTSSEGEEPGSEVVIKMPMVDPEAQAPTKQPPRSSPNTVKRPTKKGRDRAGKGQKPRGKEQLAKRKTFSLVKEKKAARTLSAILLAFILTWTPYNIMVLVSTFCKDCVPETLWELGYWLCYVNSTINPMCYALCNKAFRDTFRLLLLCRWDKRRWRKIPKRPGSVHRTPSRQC
M5 PAM: human M5 muscarinic receptor positive allosteric modulators, primary screen, CHO-K1 cells, Fluo-8 calcium fluorescence. Muscarinic acetylcholine receptor M5 (Homo sapiens), P08912. CHO-K1 hM5, ACh EC20 PAM; 0% = ACh EC20, 100% = ACh EC100. activation, % at 3 µM. 360,000 compounds, 0.3% hits. AID 624038, 2012;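 active = activation above the run cutoff, the mean activation of all test compounds plus 3 SD, cut at about 18% in these data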
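Replicates: One well per compound, no replicates | System: Human M5 receptor in CHO-K1 cells | Benchmarks: Low control EC20 acetylcholine (0%), high control EC100 acetylcholine (100%) | Probe or stimulus: Acetylcholine, EC20 level | Times: Fluo-8 loading 80 min at 37 °C plus 30 min room temperature | Signal: Intracellular calcium via Fluo-8 fluorescence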
CRFBP-R2 agonist: agonists of CRF-BP/CRF-R2 complex, primary screen, cell-based, HEK293, calcium dye fluorescence, uHTS | CRF-binding protein / CRF receptor 2 complex (human) | calcium dye fluorescence (FLIPR); percent of saturating CRF peptide response | activation, % at 13.2 µM | 350,000 compounds, 0.46% hits;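 active = activation of at least 50%, plus an integration ratio under a set limit after plate pattern correction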;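 note: plate controls were neutral control wells without compound for no effect and CRF at EC100 for full effect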
CHRM4 agonist: human M4 muscarinic receptor agonists, primary screen, CHO-K1 cells, Fluo-8 calcium fluorescence. Muscarinic acetylcholine receptor M4 (Homo sapiens), P08173. 360,000 compounds, 0.14% hits. AID 624127, 2012. activation, % at 3 µM. CHO-K1 hM4/Gqi5; vehicle 0%, full acetylcholine response 100%;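 active = activation above the run mean over all test wells plus 3 SD, cut at about 32% in these data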;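 note: peak over basal fluorescence ratio per well then scaled between controls; 0% = DMSO wells and 100% = acetylcholine at EC100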
CHRM5 antagonist: human M5 muscarinic receptor antagonists, primary screen, CHO cells, Fluo-8 calcium fluorescence; Muscarinic acetylcholine receptor M5 (Homo sapiens), P08912; CHO-hM5 cells, ACh EC80; inhibition, % at 3 µM; 360,000 compounds, 0.59% hits; AID 624040, 2012;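 active = inhibition above a per-plate cutoff, the mean of that plate's test compounds plus 3 SD, cut at about 27% in these data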;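 note: 0% = acetylcholine EC80 with DMSO and 100% = DMSO without agonist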
CRFBP-R2 block: antagonists of CRF-BP/CRF-R2 complex, primary screen, cell-based, HEK293, calcium dye fluorescence, uHTS. CRF-induced calcium fluorescence. inhibition, % at 11.8 µM. 350,000 compounds, 0.59% hits;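 active = inhibition of the ligand-induced calcium signal above about 50% at the single tested concentration, limit read from the data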
CHRM4 antagonist: human M4 muscarinic receptor antagonists, primary screen, CHO cells, Fluo-8 calcium fluorescence; 360,000 compounds, 0.73% hits; CHO-hM4 cells, ACh EC80; AID 624125, 2012; Muscarinic acetylcholine receptor M4 (Homo sapiens), P08173; inhibition, % at 3 µM;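 active = inhibition above its plate's cutoff, the mean inhibition of sample wells plus 3 SD, cut at about 27% in these data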;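 note: 0% = acetylcholine EC80 with DMSO and 100% = DMSO without agonist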
M5 ag: human M5 muscarinic receptor agonists, primary screen, CHO-K1 cells, Fluo-8 calcium fluorescence; CHO-K1 hM5 cells; 0% DMSO wells, 100% maximal acetylcholine response; activation, % at 3 µM; 360,000 compounds, 0.19% hits;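 active = activation above the run's mean over test compounds plus 3 SD, cut at about 23% in these data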;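 note: signal is peak over basal fluorescence ratio across the kinetic read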
Active calls of the source: *; nt = not tested or not shown.

SMILES	M4 PAM	CHRM1 PAM	M5 PAM	CRFBP-R2 agonist	CHRM4 agonist	CHRM5 antagonist	CRFBP-R2 block	CHRM4 antagonist	M5 ag
O[C@H]1C[C@H](c2ccccc2)N(Cc2cccs2)C[C@@H]1n1cc(C2CC2)nn1	-2	23	2	3.6	2	-1	-8	1	6
Cc1ccc(C(=O)NCCCNC(=O)COc2ccc(Cl)cc2)cn1	8	-2	1	-0.4	3	7	-2	-4	-1
Cc1cc(=O)oc(C)c1C(=O)NCCCN1C(C)CCCC1C (stereo not drawn)	9	-5	0	1.9	0	-1	-1	-1	-1
COC(=O)c1[nH]c2ccc(C)cc2c1NC(=O)C(C)N1CCN(C2CCCCC2)CC1 (stereo not drawn)	8	-1	0	-1.8	1	-3	11	-15	0
Cc1ccc(SCC(=O)NC(=O)c2ccc(S(=O)(=O)N(C)C)cc2)cc1C	-2	8	-1	6.1	2	2	-57	3	-1
Cc1c(C#N)c(N)nc2c3c(sc12)NC(=O)CC3c1ccccc1 (stereo not drawn)	18	4	-1	-1.1	0	-5	-5	-4	-2
O=C(NS(=O)(=O)Nc1ccccc1)C1=C(N2CCCC2)COC1=O	6	14	2	1.2	0	5	14	-1	5
COc1cccc(N=Cc2c[nH][nH]c2=O)c1	-2	5	-1	-0.4	0	1	1	0	-2
CCCCN(C)CCN1C(=O)C2C(C(=O)Nc3ccc(OC)cc3)C3C=CC2(O3)C1C(=O)NC1CCCCC1 (stereo not drawn)	2	7	3	-1.0	2	4	1	-18	-3
N#Cc1ccc(OS(=O)(=O)c2ccc(-c3ccon3)s2)cc1	-8	3	-8	2.5	7	16	40	7	-4
O=C(Nc1ccccc1Oc1ccccc1)c1cnccn1	5	10	2	0.2	-3	-1	14	-1	-1
O=C(Nc1ccncc1)c1ccccc1Cl	1	17	-5	-0.7	0	10	21	-8	-3
O=c1cc(Cc2ccccc2)[nH]c(=S)[nH]1	0	8	-2	-0.5	1	0	18	7	0
CC(C)(C)c1nnc(SCC(=O)Nc2ccc(N3CCCCC3)cc2)n1N	7	19	0	-0.9	-2	13	-1	0	-1
CCCCCCC(=O)N/N=C/c1ccco1	1	5	4	-3.2	-1	-6	0	-3	-3
Cc1cc(C(=O)Nc2ccc(C)c(S(=O)(=O)N3CCOCC3)c2)c(C)o1	6	6	6	0.9	1	0	-8	-10	-2
Cc1ccc(S(=O)(=O)Nc2cccc(C(=O)N3CCN(c4ccccc4O)CC3)c2)cc1F	-6	-8	-6	0.5	20	6	-17	1	3
COc1ccccc1/C=N/NC1=NCCCCC1	2	4	3	0.0	2	0	-2	-10	-3
O=[N+]([O-])c1ccc(COc2cccnc2)cc1	-4	4	-3	-3.1	2	3	9	-7	0
Cc1ccc(-c2n[nH]c(=S)nc2-c2ccc(C)cc2)cc1	-6	-3	-2	1.6	10	4	-4	2	2
O=C(c1ccc(Cl)c(Cl)c1)N1CCCC1	3	-4	-12	-0.9	1	3	12	-2	-7
CC(=O)NCCn1c(SCc2ccccc2F)nc2ccccc2c1=O	7	4	-8	0.2	3	13	-8	26	0
Cc1cccc(S(=O)(=O)NC(=O)C2(C)CCN2C(=O)C2(c3ccc(Cl)cc3)CC2)c1 (stereo not drawn)	2	3	-3	nt	0	-1	nt	-9	0
O=C(Cc1cccs1)Nc1ccc(S(=O)(=O)N2CCCCC2)cc1	-1	-1	6	0.3	2	2	42	-2	4
CCNC(=S)N=Nc1c(O)[nH]c2ccc(C(C)C)cc12	8	10	-11	-0.6	-2	11	-3	-12	-7
COc1ccc(NC(=O)CSc2ccccc2)cc1S(=O)(=O)N1CCCCC1	5	2	-3	-1.5	6	6	18	3	0
CCn1nnc(NC(=O)c2sc3ccccc3c2Cl)n1	12	12	2	-3.1	0	-3	7	-3	0
O=C(Nc1nc(-c2ccc(S(=O)(=O)N3CCCC3)cc2)cs1)c1ccco1	-1	-10	-33	-2.0	11	-6	-3	-10	-5
CCCn1c(N)c(C(=S)NC(=O)C2CC2)c(=O)n(C)c1=O	-4	2	-3	-0.5	-1	1	0	15	-3
Cc1oc(/N=C/c2ccccc2O)c(C#N)c1C	-8	0	-13	0.3	6	-1	-4	3	2
CC(C)(C)[C@H]1CCC(=O)N([C@H](CSc2ccc(Br)cc2)Cc2ccccc2)CC1	4	3	4	1.5	3	10	-9	-3	4
Cc1snc(S(=O)(=O)/C(C#N)=N/Nc2cccc(C(F)(F)F)c2)c1C#N	13	2	2	4.4	3	3	21	0	5
COc1ccc(Cl)cc1NC(=O)c1nnn(CC(=O)Nc2ccc3c(c2)OCO3)c1N	20*	17	3	1.5	2	-9	-1	9	-3
COc1ccc(N2CCN(C(CNC(=O)c3ccco3)c3ccco3)CC2)cc1 (stereo not drawn)	4	11	-3	-0.7	0	10	17	-2	0
CCOc1ccc2oc(C(=O)NNC(=O)c3csc(N4CCOCC4)n3)c(C)c2c1	1	4	-3	-2.1	4	-1	9	6	-3
CC(C)(O)C#Cc1ccc(C(=O)N2CCN(c3ccc([N+](=O)[O-])cc3)CC2)cc1	4	11	-4	1.1	5	5	16	5	-1
O=C(O)CCCN1C(=O)C2C3CCC(C3)C2C1=O (stereo not drawn)	8	6	-2	-0.1	0	-3	-8	5	0
O=C(/C=C\Nc1ccc(Br)cc1)c1cccnc1	2	5	2	-0.3	1	-2	-2	0	2
COc1ccc(C(=O)N2CCN(CCNC(=O)C(=O)Nc3ccc(F)cc3)CC2)cc1	4	10	-1	-0.2	3	3	24	9	2
Cc1ccc(-n2nnnc2CNC(=O)C(=O)c2c[nH]c3ccccc23)cc1C	-11	-2	-2	0.3	10	-8	7	-2	2
COC(=O)c1sc(NC(=O)/C=C/c2ccc(C)o2)nc1C	4	-1	-3	1.1	1	-1	-6	9	0
COc1ccc(OC)c(NC(=O)CNC(=O)c2ccc([N+](=O)[O-])cc2)c1	7	2	-8	-0.2	1	8	-8	0	4
CSCCC(NC(=O)OC(C)(C)C)C(=O)NC(C(=O)NC(CC(C)C)C(N)=O)C(C)C (stereo not drawn)	9	7	2	-1.0	1	1	5	5	3
CC(OC(=O)C1CC(=O)N(Cc2ccccc2)C1)C(=O)Nc1ccc(F)cc1Cl (stereo not drawn)	3	12	-1	2.0	2	3	11	-12	0
COc1ccc(S(=O)(=O)n2c(CCN3CCOCC3)nc3ccccc32)cc1	-10	2	-4	6.0	2	2	5	-5	-1

Some of the entries so far, in markdown.
| SMILES | M4 PAM | CHRM1 PAM | M5 PAM | CRFBP-R2 agonist | CHRM4 agonist | CHRM5 antagonist | CRFBP-R2 block | CHRM4 antagonist | M5 ag |
| --- | --- | --- | --- | --- | --- | --- | --- | --- | --- |
| CC(C)(O)C#Cc1ccc(C(=O)N2CCN(c3ccc([N+](=O)[O-])cc3)CC2)cc1 | 4 | 11 | -4 | 1.1 | 5 | 5 | 16 | 5 | -1 |
| O=C(O)CCCN1C(=O)C2C3CCC(C3)C2C1=O (stereo not drawn) | 8 | 6 | -2 | -0.1 | 0 | -3 | -8 | 5 | 0 |
| O=C(/C=C\Nc1ccc(Br)cc1)c1cccnc1 | 2 | 5 | 2 | -0.3 | 1 | -2 | -2 | 0 | 2 |
| COc1ccc(C(=O)N2CCN(CCNC(=O)C(=O)Nc3ccc(F)cc3)CC2)cc1 | 4 | 10 | -1 | -0.2 | 3 | 3 | 24 | 9 | 2 |
| Cc1ccc(-n2nnnc2CNC(=O)C(=O)c2c[nH]c3ccccc23)cc1C | -11 | -2 | -2 | 0.3 | 10 | -8 | 7 | -2 | 2 |

Additional results follow:
SMILES	M4 PAM	CHRM1 PAM	M5 PAM	CRFBP-R2 agonist	CHRM4 agonist	CHRM5 antagonist	CRFBP-R2 block	CHRM4 antagonist	M5 ag
CCCOc1ccc(C(=O)NCCC(=O)NCCCC(=O)O)cc1	9	15	5	2.8	0	2	8	-1	1
Cc1cc(=O)c(C(=O)c2ccccc2)c(C)o1	-8	0	2	-1.4	1	2	20	2	3
O=C1c2ccccc2C(Nc2cccnc2)N1Cc1ccc2c(c1)OCO2 (stereo not drawn)	0	1	0	1.4	-1	17	8	3	-2
COc1ccc(Cl)cc1NC(=O)CN(C)C(=O)CN1C(=O)NC2(CCCC2)C1=O	11	11	-3	1.5	1	-9	-5	9	2
Cc1ccc(SCc2cc(=O)n3[nH]cnc3n2)cc1	1	8	3	-1.4	1	2	0	-7	-2
O=C(NCCCN1CCCC1=O)c1csc2ccccc12	-12	-1	-3	-2.5	0	5	-5	15	-3
Cc1cccc2nc(Cn3c(=O)n(CCC(=O)NCc4ccco4)c(=O)c4ccccc43)cc(=O)n12	3	22	1	-1.9	1	3	-17	12	4
Cc1ccnc(NC(=O)c2ccc(Cl)c(S(=O)(=O)N3CCCC3)c2)c1	-2	-2	-7	-0.7	11	-8	-11	-21	8
CCN(CC(=O)NCc1ccc(Cl)cc1)C(=O)/C=C/c1cccs1	2	12	5	-9.3	1	-1	21	-10	2
CCOc1ccc(-n2c(-c3ccccc3)c[nH]c2=S)cc1	-9	2	0	-0.5	0	10	3	13	-5
CCc1nc2c(OCCC3CCCCC3)cccn2c1N(C)C(=O)C(C)C	-3	-6	-2	nt	-3	-5	nt	3	-3
C=CCOc1ccc(CN(C)c2ccc(S(=O)(=O)N3CCN(C)CC3)cc2[N+](=O)[O-])cc1	1	-5	-10	-2.0	12	17	-8	-2	1
COc1ccc(NC(=O)CN(C)C(=O)c2cn(-c3ccccc3)nc2-c2ccc(OC)cc2)cc1	2	4	-4	-0.5	5	3	3	1	-3
CC(=O)c1c(O)cc(=O)n(-c2ccccc2)c1-c1ccc(Cl)cc1	-1	1	8	0.0	0	-8	4	-8	-1
Cc1ccc(S(=O)(=O)N2CCN(Cc3nc4ccccc4[nH]3)CC2)cc1C	-5	7	-5	-2.5	4	3	23	3	-3
COc1ccc(C(=O)O)cc1NC(=S)NC(=O)Cc1ccc(Cl)cc1	6	11	-1	4.7	1	4	-24	1	0
O=C(O)CCNC(=O)/C(=C\c1ccco1)NC(=O)c1ccco1	-2	0	-3	0.3	5	-4	-15	6	1
Cc1ccc(CNC(=O)C(NS(=O)(=O)c2cccc3nsnc23)c2ccccc2)cc1 (stereo not drawn)	17	7	0	-0.8	0	-10	-3	-12	-7
NC(=O)c1c(NC(=O)CCCn2cnc([N+](=O)[O-])n2)sc2c1CCCC2	-6	7	-1	2.4	0	16	-9	13	-3
Cc1cc(-c2csc(N)n2)c(C)n1CCc1ccccc1	14	9	-9	7.5	0	11	-3	-1	1
Cc1nc2nc(-c3ccco3)[nH]n2c(=O)c1C	16	4	0	0.9	1	3	12	-2	0
CCOCCCNC(=S)Nc1ccc2nc(N3CCOCC3)cc(C)c2c1	-2	13	-9	-0.5	12	17	7	-12	-2
COc1cccc(C2Nc3ccc4ccccc4c3C3=C2C(=O)CCC3)c1O (stereo not drawn)	-2	7	4	-0.4	1	0	8	-5	0
COC(=O)CCN(C(=O)c1ccc(Cl)c([N+](=O)[O-])c1)c1ccccn1	-3	2	-1	-4.2	2	-2	5	-35	-9

Screening data as filed in PubChem BioAssay.
